Screens from PubChem.
IL-1B inflam inh: qHTS for Inhibitors of Inflammasome Signaling: IL-1-beta AlphaLISA Primary Screen; THP-1 LPS/ATP IL-1B secretion, AlphaLISA, 16 h; active compounds read low; activity change, % at 57.5 µM; 360,000 compounds, 4.7% hits; AID 743279, 2014; in the data active = activity change below about -50%; inconclusive = mostly about -30% to -49%; also: % is scaled to controls: 0 for no effect and ±100 for the full control effect
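Secreted IL-1B measured by AlphaLISA bead assay after 16 h compound exposure of THP-1 cells; compounds (final up to 57.5 uM) added 1 h before LPS (250 ng/mL) and ATP (1.25 mM) stimulation; lower signal means less secretion.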
HepG2 tox: qHTS for Inhibitors of TGF-b: Cytotox Counterscreen; AID 588856, 2011; 410,000 compounds, 0.76% hits; HepG2 CAGA-GFP viability, ATP luminescence, 18 h; Potency, µM (top dose mostly 46.1 µM), inactives show at the top dose activity change, negative = cytotoxicity, hits mostly cytotoxic; also: potency is read from the fitted curve at half-maximal effect; some results filed as inactive show a strong effect at the top dose
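HepG2 CAGA-GFP cells (1000/well, DMEM with 1% FBS) received compound, then TGF-beta at 500 pg/mL final, and were incubated 18 hours at 37 degrees C. Viability was read by CellTiter-Glo luminescence. Media-only wells were set as complete cell-killing and DMSO as no toxicity.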
A549 viability: Nrf2 qHTS screen for inhibitors: counterscreen for cytotoxicity; A549 ARE-Fluc cells, CellTiter-Fluor viability, 18-24 h; Potency, µM (series often up to 46 µM), inactives show top-dose activity change, negative = cytotoxicity, usual class: inhibitors; 390,000 compounds, 0.16% hits; also: potency is read from the fitted curve at half-maximal effect; % is scaled to controls: 0 for no effect and ±100 for the full control effect
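A549 ARE_Fluc cells in 5% FBS OPTI-MEM were exposed to compounds in concentration-response for 18-24 h at 37 deg C. Viability was read by CellTiter-Fluor fluorescence (Ex 405/Em 525) after 30 min, before the luciferase read.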
ATXN2 expr inh: Primary qHTS for Inhibitors of ATXN expression; HEK-293 ATXN2-luciferase reporter, luminescence, 24 h; Potency, µM (doses to about 57 µM), for inactives: at the top dose activity change, negative = inhibition, most hits filed as inhibitors; 360,000 compounds, 0.72% hits; AID 1745845, 2022; also: potency is read from the fitted curve at half-maximal effect; % is scaled to controls: 0 for no effect and ±100 for the full control effect; nearly all actives have a fitted effect of over 55% in size
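ATXN2-luciferase reporter cells (luciferase flanked by upstream and downstream ATXN2 gene portions) were treated 24 h at 37 °C with compounds at up to 57 uM. SteadyGlo luminescence gave expression; GF-AFC fluorescence gave viability.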
S2 tox: Viability Counterscreen for Primary qHTS for Inhibitors of ATXN expression; S2 cells (HEK-293 line with an ATXN2-luciferase reporter) viability, CellTiter-Fluor protease fluorescence, 24 h; Potency, µM (highest dose often 56.7 µM), hits mostly cytotoxic; 400,000 compounds, 0.49% hits; AID 651635, 2014; also: potency is read from the fitted curve at half-maximal effect; nearly all actives have a fitted effect of over 40% in size
Nrf2 inh: Nrf2 qHTS screen for inhibitors | A549 ARE-Fluc reporter, luciferase luminescence, 18-24 h | Potency, µM (highest dose often 46 µM), inactives show at the highest dose activity change, negative = inhibition, usual class: inhibitors | 360,000 compounds, 2.1% hits | AID 504444, 2011; also: potency is read from the fitted curve at half-maximal effect; % is scaled to controls: 0 for no effect and ±100 for the full control effect; nearly all actives have a fitted effect of over 60% in size
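A549 ARE_Fluc cells, 5000/well, 5% FBS OPTI-MEM; compounds in dose-response, 18-24 h at 37 °C/5% CO2; CellTiter-Fluor viability read (Ex 405/Em 525), then BugLite luciferase luminescence = Nrf2 activity.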
TGFb SMAD3 inh: qHTS for Inhibitors of TGF-b. AID 588855, 2011. Potency, µM (doses to about 46.1 µM), inactives show top-dose activity, negative = inhibition, most hits filed as inhibitors. HepG2 CAGA-GFP TGF-b/SMAD3 reporter, GFP fluorescence, 18 h; TGF-beta stimulated, 500 pg/mL final. 410,000 compounds, 1.2% hits; also: potency is read from the fitted curve at half-maximal effect; % is scaled to controls: 0 for no effect and ±100 for the full control effect; nearly all actives have a fitted effect of over 65% in size
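TGF-beta reporter screen: HEPG2 CAGA-GFP, 1% FBS, 500 pg/mL TGF-beta final, 18 h; per-cell GFP summed per well; curves fitted and categorized by class.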
Nrf2 activator: qHTS of Nrf2 Activators | AREc32 ARE-luciferase reporter (MCF7-derived line), luminescence, 24 h | Potency, µM (highest dose often 46.1 µM), for inactives: at the highest dose activation, hits mostly activators | 410,000 compounds, 0.31% hits; also: potency is read from the fitted curve at half-maximal effect; % of control where 0% means no effect; nearly all actives have a fitted effect of over 65% in size
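Steps: seed AREc32_Fluc cells (1000/well, 5% FBS OPTI-MEM); incubate overnight at 37 deg C; add 23 nL compound; incubate 24 hr; add Steady-Glo; hold 30 min RT; read luminescence.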
MCF10A rerep: A quantitative high throughput screen for small molecules that induce DNA re-replication in MCF 10a normal breast cells | 350,000 compounds, 2.9% hits | Potency, µM (highest dose often 46.1 µM), for inactives: at the top dose activity, positive = re-replication, hits mostly activators | MCF 10A DNA re-replication, Hoechst nuclear intensity, 48 h; also: potency is read from the fitted curve at half-maximal effect; % of control where 0% means no effect; nearly all actives have a fitted effect of over 50% in size
Numbers without * were called inactive; i = inactive; ? = inconclusive; . = not tested or not shown; [ ] = dose if it differs, or a comment. Unless noted, calls follow the shape of the dose curve; as a rule, active = well fitted curve in the direction sought with a large enough effect; inconclusive = small, poorly fitted or top-dose-only effect, or another doubt; inactive = no such curve, though single readings can be large; an effect the other way counts as inactive or inconclusive.

nr	canonical_smiles	IL-1B inflam inh	S2 tox	Nrf2 inh	Nrf2 activator	HepG2 tox	ATXN2 expr inh	TGFb SMAD3 inh	MCF10A rerep	A549 viability
1	Cc1ccc(-n2c(=O)c3c(C)c(C)sc3n(CC(=O)NCc3ccccc3)c2=O)cc1C	.	?	9%[9.27 µM]	-0.8%	-3%	-4%	14%	.	-13%
2	COc1ccccc1OCC(=O)N1CCN(C(=O)COc2ccccc2OC)CC1	19	i	1%	-0.5%	4%	-9%	7%	2%	2%
3	CN1CCN(C(=O)Nc2cccc(Cl)c2)c2cccnc21	.	i	2%	5.8%	-53%	0%	16µM*	.	1%
4	Cc1ccc(N(C(=O)c2csnn2)C(C(=O)NC2CCCCC2)c2ccco2)cc1 (stereo not given)	21	i	?	0.1%	-5%	-1%	0%	15%	-20%
5	CC(C)c1ccc(Nc2ncc3c(n2)CCN(C(=O)NC2CCCCC2)C3)cc1	31	i	.	6.0%	-5%	15%	9%	.	.
6	Cc1cccc(C)c1OCC(=O)Nc1ccc2c(c1)OCCO2	-4	i	15%	-0.7%	-5%	18%	6%	15µM*	8%
7	COc1cccc2cc(-c3nc4ccc(C)cc4[nH]3)c(=O)oc12	.	i	.	5.9%	-12%	71%	27%	.	-2%
8	O=C(COC(=O)Cc1ccc(Br)cc1)Nc1c(F)c(F)c(F)c(F)c1F	-8	i	-13%	0.2%	2%	.	16%	-1%	2%
9	O=C1CC(N2CCC(O)CC2)C(=O)N1c1ccc(Br)cc1 (stereo not given)	0	i	.	0.6%	26%	-11%	0%	0%	-1%
10	Cn1c(SCc2ccccc2)nnc1-c1c[nH]c2ccccc12	-17	i	0%	8.0%	16%	62%[activator]	-2%	14%	-1%
11	NNc1nc2c(-c3ccc(F)cc3)nnn2c2ccccc12	-11	i	?	7.2%	-15%	52%[activator]	-16%	23µM*	0%
12	CCOC(=O)C1CCCN(C(c2ccccn2)c2c(C)[nH]c3ccccc23)C1 (stereo not given)	0	i	1%	-0.3%	-14%	-16%	-1%	5%	3%
13	CCc1ccc(C2C(C(=O)O)c3ccccc3C(=O)N2C)cc1 (stereo not given)	17	i	6%	-0.2%	3%	-2%	-8%	12%	-9%
14	CN1C[C@@H]2[C@@H]3C(=O)N(Cc4ccccc4)C(=O)[C@@H]3[C@](Cc3ccccc3)(C1=O)N2C(=O)c1ccc(C(C)(C)C)cc1	-89*	.	?	4.0%	-13%	?	?	3%	-22%
15	CC(=O)c1ccc(NC(=S)NNC(=O)c2ccncc2)cc1	13	?	26%	1.8%	6%	27%	7%	2%	-3%
16	COc1ccc2c(c1)[C@H]1[C@H](CO2)[C@H](c2ccccc2)[C@@]2(C)C(=O)N[C@H](C)C(=O)N12	0	i	10%	-0.9%	3%	1%	14%	3%	-2%
17	O=[N+]([O-])c1ccc(N2CCN(Cc3ccccc3)CC2)c(S(=O)(=O)N2CCOCC2)c1	-3	i	.	0.1%	0%	2%	-19%	-6%	-4%
18	COCCCNS(=O)(=O)c1ccc(C)cc1	8	i	-4%	-0.4%	-6%	-2%	-11%	-2%	2%
19	CCOc1ccc(NC(=O)n2ncc3c(C)cccc32)cc1	10	i	?	0.2%	-12%	4%	19%	-7%	1%
20	Cc1cc(=O)n2nc(N3CCCC(C(=O)NC4CCCCC4C)C3)sc2n1 (stereo not given)	-16	i	6%	-0.1%	4%	.	6%	2%	-2%
21	COc1ccccc1-n1c(SCC(=O)O)nc2c(sc(=S)n2-c2ccc(C)c(C)c2)c1=O	13	i	-9%	-0.6%	-74%	7%	-2%	-2%	0%
22	Cc1ccc(-n2ncc3c2CC(C)(C)CC3NC(=O)C2CCOCC2)cc1 (stereo not given)	11	i	2%	-0.8%	-15%	16%	-3%	0%	-6%
23	Cc1c(C(=O)NCCc2ccc(Cl)cc2)sc2nc3n(c(=O)c12)CCCC3	.	.	?	4.1%	-27%	.	.	.	?
24	COc1ccc(CN2C(=O)CS/C2=N/N=C/c2ccccc2)cc1	39	i	2%	2.1%	-28%	14%	?	-1%	0%
25	O=C(/C=C/c1ccccc1)Nc1nc2n(n1)C(c1ccc(Cl)cc1)C=C(c1ccccc1)N2 (stereo not given)	.	i	?	8.9%	-11%	0%	-8%	.	7%
26	CCCCOC(=O)CSc1nc2c(c(=O)[nH]c(=O)n2C)n1C/C=C(\C)Cl	20	i	20%	-0.5%	-16%	-8%	9%	6%	9%
27	CCCC(=O)C1=C(N2CCCC2)CC(C)(C)C(C(=O)OC)C1=O (stereo not given)	-11	i	-16%	-0.9%	-10%	3%	-1%	1%	0%
28	CCC(Oc1ccc(C)cc1)C(=O)Nc1ccc(S(=O)(=O)Nc2nccs2)cc1 (stereo not given)	-13	i	?	-1.0%	36%	-21%	0%	25%	?
29	COc1ccccc1Oc1ccnc2cc(Cl)ccc12	0	i	2%	3.3%	-1%	-8%	-29%	1%	-5%
30	Cc1nn(Cc2c(Cl)cccc2Cl)c(Cl)c1/C=N/NC(=O)c1cccnc1	-1	i	0%	1.4%	-6%	-3%	-1%	21µM*	0%
31	c1ccc(C[C@H]2CN=C(Nc3ccccc3)N2CC2CCCCC2)cc1	?	?	10%	0.4%	-27%	-18%	-5%	15%	0%
32	COc1ccc(C(=O)N/C(=C\c2cccc3ccccc23)C(=O)N2CCN(C)CC2)cc1	?	i	18%	5.3%	-33%	-27%	-17%	3%	5%
33	Cc1ccc2nc(NC(=O)CSCC(=O)OCC(=O)c3ccccc3)sc2c1	37	i	?	-2.6%	-28%	?	7%	0%	8%
34	Cc1ccsc1/C=N/NC(=O)Cc1ccc([N+](=O)[O-])cc1	-12	i	-17%	-0.8%	-5%	0%	-17%	?	-7%
35	O=[N+]([O-])c1ccc(NCCCO)c(S(=O)(=O)N2CCOCC2)c1	11	?	5%	-0.1%	-5%	4%	1%	-4%	-11%
36	O=C(c1cnn2c(C(F)(F)F)cc(-c3ccc4c(c3)OCO4)nc12)N1CCCCC1	?	i	0%	0.4%	-26%	-11%	-18%	0%	-7%
37	COc1ccc(CNc2cccnc2)c(OC)c1OC	15	i	-6%	-1.0%	-1%	-4%[2.22 µM]	-1%	-22%	0%
38	O=C(NCc1ccco1)c1ccc(CS(=O)(=O)Cc2ccc(F)cc2)o1	-12	i	6%	2.2%	-5%	11%	-19%	-7%	-1%
39	COc1cccc(OCc2cc(C(=O)N(C)C3CCCCC3)no2)c1	-8	i	.	10%	-2%	.	-1%	.	.
40	Cc1cc(C)cc(NC(=O)c2cc3c(=O)n(Cc4ccco4)ccc3nc2C)c1	.	.	11%	0.2%	-2%	.	0%	.	0%

Limited to Nrf2 activator, MCF10A rerep and S2 tox (2 entries from above):
cpd	Compound	Nrf2 activator	MCF10A rerep	S2 tox
39	COc1cccc(OCc2cc(C(=O)N(C)C3CCCCC3)no2)c1	10%	.	i
38	O=C(NCc1ccco1)c1ccc(CS(=O)(=O)Cc2ccc(F)cc2)o1	2.2%	-7%	i

Further entries:
nr	canonical_smiles	IL-1B inflam inh	S2 tox	Nrf2 inh	Nrf2 activator	HepG2 tox	ATXN2 expr inh	TGFb SMAD3 inh	MCF10A rerep	A549 viability
41	Cc1ccc(C)c(NC(=S)N(C)C)c1	.	i	-2%	-0.2%	-30%	-9%	0%	8%	4%
42	Cc1ccc(C)c(-n2nnc(-c3nc(-c4ccc(Cl)cc4)no3)c2N)c1	.	.	?	4.5%	5%	.	0%	.	4%
43	S=C(NCCC(c1ccccc1)c1ccccc1)Nc1ccc(Cl)cc1	-92*	?	?	3.4%	-50%	?	20µM*	18%	?
44	COc1cccc(Cn2c3ccc(NC(=O)CCc4ccc(F)cc4)cc3c(=O)n2C)c1	43	?	.	-0.8%[9.22 µM]	7%	-11%	?	.	.
45	C=CC[C@@H](Cc1ccc(F)cc1)C(=O)OC[C@@H]1CCCN1C(=O)[C@@H](CC=C)CC(=O)N[C@@H](CO)Cc1ccccc1	-10	?	5%	5.8%	-17%	?	?	15%	8%
46	COc1ccc(-c2noc(CCCC(=O)NC3CCCC3)n2)cc1	-13	i	12µM*	-1.2%	-4%	?	-6%	-20%	?
47	Cn1c(=N)c(S(=O)(=O)c2ccc(F)cc2)cc2c(=O)n3ccccc3nc21	0	i	13%	0.2%	-17%	15%	2%	28%	1%
48	CCc1ccc(-c2nc(CSCC(=O)NC3CC3)c(C)o2)cc1	-5	?	?	-2.4%	-18%	?	-11%	2%	13%
49	COc1ccc(OCC(=O)OCc2cc(=O)n3cc(C)sc3n2)cc1	.	i	15%	0.2%	-13%	2%	0%	.	11%
50	CC(=O)N1CCN(Cc2nc3cc(NC(=O)c4cccs4)ccc3n2C)CC1	0	?	-18%	0.4%	-2%	-17%	-5%	-2%	-5%
51	Cc1noc(C)c1CSCC(=O)N(C)CC(=O)Nc1cccc(F)c1	6	i	-10%	-0.5%	-14%	-9%	1%	0%	-3%
52	CCN(CCCNC(=O)CC(C(=O)N1CCc2ccccc21)n1ccnc1)c1ccccc1 (stereo not given)	2	i	5%	0.4%	-34%	-9%	-25%	3%	0%
